# Assay outcomes as filed in PubChem.
# Peg3 imprint: induces erasure of genomic imprints in mouse ES cells. mouse ES Peg3-LacZ reporter, beta-gal luminescence, 40 h. Potency, µM (highest dose often 60.7 µM), for inactives: at the highest dose activity change, positive = activation, hits mostly activators. 110,000 tested, 0.02% active;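 note: 0% = negative control wells on the plate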
#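 Imprint erasure is scored as LacZ activity from the silenced maternal Peg3 allele in feeder-free female ES cells cultured 40 h with LIF. Luminescence is normalized to in-plate negative controls and fitted to the Hill equation.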
# IkB sig inh: suppresses IkB signaling in ABC-DLBCL reporter cells; ABC-DLBCL IkBa-CBG/CBR dual luciferase ratio, 4 h; response scale: scaled: untreated 0%, proteasome inhibitor 100%; Potency, µM (titrated, usually from 57.1 µM), for inactives: at the highest dose IkBa stabilization activation; 110,000 tested, 0.04% active; AID 445; active = well fitted curve in the direction sought with a large enough effect in the signal ratio, not every such curve was filed as active; inconclusive = small, poorly fitted or top-dose-only effect, or a change in a side signal; the % refers to the signal ratio;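 note: the direction sought is a rising ratio; 0% = basal untreated cells and 100% = reference inhibitor full response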
#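 In this assay, an IκBα–CBG68 fusion accumulates when IKK-driven degradation is blocked; native CBR normalizes for cell number. OCI-Ly3 cells were treated 4 h with compound and doxycycline, then green and red light read after Chroma-Glo addition.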
# p53ts 39C tox: cytotoxicity in p53ts cells at nonpermissive temperature | H1299-p53A138V viability at 39C, ATP luminescence, 24 h | Potency, µM (titrated, usually from 46.1 µM), inactives show top-dose activity change, negative = cell killing, most hits filed as cytotoxic | 130,000 tested, 1.5% active | AID 902; note: nearly all actives have a fitted effect of over 55% in size
# p53ts 32C tox: p53ts cell cytotoxicity, permissive temperature | H1299-p53A138V at 32C, ATP luminescence viability, 24 h | Potency, µM (titrated, usually from 46.1 µM), without a hit: at the highest dose activity change, negative = cytotoxicity, hits mostly cytotoxic | 130,000 tested, 0.93% active | AID 924;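 note: 0% = DMSO and -100% = full killing by reference compound; nearly all actives have a fitted effect of over 55% in size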
#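 ATP-content luminescence (ATPlite) read-out after 24 h compound exposure at 32C in H1299-p53A138V cells (600/well). Tested up to 46 uM. Normalized to DMSO (0%) and 100 uM tamoxifen (100% killing); Hill-fit AC50.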
# The depositor's hits bear a star; ? = inconclusive; nt = not tested or not shown; [ ] = remark or other dose. Unless noted, calls come from the whole dose curve; as a rule, active = well fitted curve in the direction sought with a large enough effect; inconclusive = small, poorly fitted or top-dose-only effect, or another doubt; inactive = no such curve, though single readings can be large; an effect the other way counts as inactive or inconclusive. Unless noted, % is set by controls: 0 for no effect and ±100 for the full control effect; potency is the fitted concentration of half-maximal effect.
# Sample of the layout:
structure	Peg3 imprint	p53ts 39C tox	p53ts 32C tox	IkB sig inh
COC(=O)C(C(=O)OC)C1O[C@@]23COCCC2(C)C3c2ccccc21 (some centres not stated)	nt	13%[9.22 µM]	5%[9.22 µM]	nt
CC(=O)NC12CC3CC(C1)CC(C(=O)Nc1nccs1)(C3)C2	-11%	5%	0%	0.8%
COc1ccccc1Nc1c2c(nc3ccc(NC(=O)c4cccc(F)c4)cc13)CCCC2	-38%[inhibitor][10.9 µM]	5µM*	10µM*	-1.1%
O=S1(=O)N=C(Nc2nc3c(s2)CCCC3)c2ccccc21	-83%[inhibitor]	4µM*	5µM*	?
COCCCN1C(=O)C(=O)/C(=C(/O)c2ccc(OC)cc2)C1c1ccc(O)c(OC)c1 (configuration not stated)	-4%	-3%	2%	0.0%
COc1ccccc1-n1c(SCC(N)=O)nnc1-c1ccccc1	-5%	-1%	2%	0.9%

# All compounds of this part, from the start:
structure	Peg3 imprint	p53ts 39C tox	p53ts 32C tox	IkB sig inh
COC(=O)C(C(=O)OC)C1O[C@@]23COCCC2(C)C3c2ccccc21 (some centres not stated)	nt	13%[9.22 µM]	5%[9.22 µM]	nt
CC(=O)NC12CC3CC(C1)CC(C(=O)Nc1nccs1)(C3)C2	-11%	5%	0%	0.8%
COc1ccccc1Nc1c2c(nc3ccc(NC(=O)c4cccc(F)c4)cc13)CCCC2	-38%[inhibitor][10.9 µM]	5µM*	10µM*	-1.1%
O=S1(=O)N=C(Nc2nc3c(s2)CCCC3)c2ccccc21	-83%[inhibitor]	4µM*	5µM*	?
COCCCN1C(=O)C(=O)/C(=C(/O)c2ccc(OC)cc2)C1c1ccc(O)c(OC)c1 (configuration not stated)	-4%	-3%	2%	0.0%
COc1ccccc1-n1c(SCC(N)=O)nnc1-c1ccccc1	-5%	-1%	2%	0.9%
CCc1cc2c(nc1CC)CCN(CC/C(C)=N/O[C@@H]1O[C@H](COC(C)=O)[C@H](OC(C)=O)[C@H](OC(C)=O)[C@H]1OC(C)=O)C2	nt	9%[9.22 µM]	6%[9.22 µM]	nt
COc1ccccc1C(=O)Nc1c(C(=O)Nc2ccccc2F)oc2ccccc12	-15%[10.9 µM]	-21%	4%	0.5%
Cc1cccc(NC(=O)c2c(NC(=O)c3ccco3)sc3c2CCC(C)C3)c1 (configuration not stated)	-15%[10.9 µM]	-14%	-2%	?
O=C1c2ccc(-c3nc4ccccc4o3)cc2C(=O)N1Cc1cccnc1	10%	3%	-3%	-0.1%
CCOC(=O)c1[nH]c(C)c(/C(C)=N\O)c1C	2%	-11%	-3%	-4.3%
CN(C)CCCN1C(=O)C(=O)/C(=C(/O)c2ccc3c(c2)OCO3)C1c1ccccn1 (configuration not stated)	-11%	3%	1%	-1.0%
Cc1ccc(OCCCC(=O)Nc2ccc(N3CCOCC3)cc2)c(C)c1	-6%	9%	-2%	0.0%
CCOC(=O)C1CCCN(C(=O)c2ccc(C)c(NC(=O)c3nsc4ccccc34)c2)C1 (configuration not stated)	0%[10.9 µM]	-6%	-4%	?
CCSc1nc2c(c(=O)[nH]1)C(c1cccnc1)C(C(=O)OC(C)C)=C(C)N2 (configuration not stated)	-5%	-14%	12%	0.3%
CCn1c(C(C)NC(=O)c2ccc(OC)c(OC)c2)nc2ccccc21 (configuration not stated)	-12%	-6%	3%	-0.8%
Cc1cc2cc(CCNC(=O)CC(C)C)c(=O)[nH]c2cc1C	-37%[inhibitor]	22%	-13%	-1.3%
Cc1cccc(C)c1Nc1c(-c2ccc(N3CCOCC3)cc2)nc2ncccn12	-14%[10.9 µM]	-14%	18%	-2.0%
Cc1ccc(CCNC(=O)C2CCC(=O)N2C(C)C)cc1 (configuration not stated)	28%	-5%	-1%	0.6%
Cc1oc(-c2cccc(Cl)c2)[n+]([O-])c1C	1%	0%	4%	-0.5%
O=C(CN1C(=O)c2ccccc2C1=O)Nc1cccnc1	-3%	14%	10%	0.8%
Fc1ccc(-c2noc3ncnc(NCc4ccc(Cl)cc4)c23)cc1	-2%[10.9 µM]	2%	5%	2.3%
C/C(CCN1CCc2nc(-c3ccccc3)c(-c3ccccc3)cc2C1)=N\O[C@@H](C)c1cn([C@@H]2COC[C@@H]2O)nn1	nt	9%[9.22 µM]	-13%[9.22 µM]	nt
Cc1ccccc1NC(=O)CSc1nc(-c2ccco2)nc2cc(=O)[nH]n12	15%[10.9 µM]	-4%	5%	-1.0%
Cc1cc(C#N)c2ccccc2n1	-6%	6%	13%	-2.1%
COc1ccc2[nH]cc(C(=O)CN3CCC(C)CC3)c2c1	-21%	0%	-3%	0.5%
CCOC(=O)c1c(C)oc2cc(Br)c(O)c(Br)c12	-6%	6%	-3%	-5.5%
Cn1c(=O)c2c(nc(CN3CCC(C(N)=O)CC3)n2Cc2ccccc2F)n(C)c1=O	-8%	12%	7%	-1.5%
CCOC(=O)C1=C(C)NC(C)=C(C(=O)OCC)C1C(=O)OC1CCOC1=O (configuration not stated)	-8%	1%	-1%	1.6%
Cc1nn(Cc2ccccc2Cl)c(C)c1NC(=O)c1cc(-c2ccc(F)cc2)on1	-11%	-25%	-22%	7.7%
CC1CCCN(C/C(O)=C(\C#N)c2nc3ccccc3[nH]2)C1 (configuration not stated)	-7%	1%	-1%	2.9%
COC(=O)c1ccc(NC(=O)N2CCOCC2)cc1	-4%	-1%	-6%	-0.2%
COC(=O)CC1C(=O)NCCN1C(=O)Nc1ccccc1 (configuration not stated)	-2%	-3%	-8%	5.3%
COc1ccccc1NS(=O)(=O)c1ccccc1C#N	-17%	7%	3%	-0.5%
N#CC1=C(N)OC2=C(C(=O)CCC2)C1c1ccccc1 (configuration not stated)	24%	-6%	-1%	2.1%
COc1cccc(-n2c(=O)c3c4c(sc3n(Cc3ccccc3C#N)c2=O)CCCC4)c1	-3%[10.9 µM]	23%	5%	1.0%
CCOC(=O)c1sc(C)c2c1NC(C)(c1cccs1)NC2=O (configuration not stated)	-14%	5%	0%	-2.5%
CN1CCN(c2nc(-c3ccccc3C(F)(F)F)nc3ccccc23)CC1	-8%	-7%	5%	1.4%[11.4 µM]
COC(=O)c1cccc(NC(=O)CSc2nnc(COc3cccc(C)c3)n2C)c1	-3%	5%	-15%	1.3%
COc1ccc(OC)c(CN2C(=O)CCC2(C)C(=O)NC2CCCCCC2)c1 (configuration not stated)	16%	4%	-2%	0.6%
COc1ccccc1CN1CCC(CNC(=O)c2cnn(-c3ccccc3Cl)c2C2CCN(C(=O)OC(C)(C)C)CC2)CC1	-7%[10.9 µM]	?	1%	?
Cc1cc(C(=O)CN2CCC(C)CC2)c(C)n1-c1ccccc1F	nt	-20%	-16%	nt
CCOc1ccc(-n2nnc3c(=O)n(CC(=O)N4CCCc5ccccc54)cnc32)cc1	-19%	-2%	-2%	3.4%
CC(C)(C)CC(C)(C)c1ccc(O)c(Cc2ccc(Cl)cc2Cl)c1	-35%[inhibitor]	25µM*	?	nt
CCn1c(=O)cc(SCC(=O)NCc2ccco2)c2ccccc21	-34%[inhibitor]	-1%	2%	3.2%
COc1ccc(-c2cc(C(F)(F)F)nc(SCC(=O)N3CCOCC3)n2)cc1OC	-1%	4%	2%	0.6%
NC(=O)C1(N2CCCCC2)CCN(C(=O)c2cccn3c(=O)c4cc(Cl)ccc4nc23)CC1	-20%	0%	2%	1.8%
Clc1cccc(-c2cc3nc4c(c(N5CCN(c6cnccn6)CC5)n3n2)CCCC4)c1	nt	17%	12%	nt
COc1cc(NS(=O)(=O)c2ccc(Br)cc2)c(OC)cc1NC(=O)c1ccco1	-14%	11%	12%	?
O=C(CSc1nc(=O)[nH]c2c1CCCC2)NCc1ccccc1	13%[10.9 µM]	-13%	-7%	-2.3%
COc1ccc([N+](=O)[O-])c2c1CCN2C(=O)CC[C@H](N)C(=O)O	-2%	12%	3%	-0.1%
COc1ccc(S(=O)(=O)Cc2ccc(C(=O)N3CCCC3)o2)cc1	-11%	5%	33%[activator]	0.7%
Cc1ccc(NC(=O)c2ccc(NC(=O)N3CCSc4ncccc43)cc2)c(C)c1	-11%[10.9 µM]	-20%	-2%	2.7%
O=C(CSc1ncc(CO)n1Cc1ccccc1)Nc1ccc(C(F)(F)F)cc1	-13%[10.9 µM]	?	-13%	-0.5%
COCCCNc1nc2cc(OC)c(OC)cc2c2nc(-c3ccccc3)nn12	-9%[10.9 µM]	?	-8%	?
COC(=O)c1ccccc1NC(=O)c1cnc(Nc2ccc(OC)cc2)c2ccccc12	-15%[10.9 µM]	21%	6%	?
COc1ccc(NC(=O)Cn2c(=O)n(Cc3ccco3)c(=O)c3cc(OC)c(OC)cc32)cc1	0%[10.9 µM]	?	6%	?
O=C(CSc1nc(-c2ccccc2)[nH]c1-c1ccc(F)cc1)NC1CCCC1	-3%[10.9 µM]	11%	5%	?
O=C(COC(=O)c1ccc[nH]c1=O)NCC1CCCO1 (configuration not stated)	0%	7%	4%	1.7%
CSc1ccc(CCNC(=O)c2ccc3c(c2)nc2n3CCC(C)C2)cc1 (configuration not stated)	-3%[10.9 µM]	9%	-6%	?

# The list goes on:
structure	Peg3 imprint	p53ts 39C tox	p53ts 32C tox	IkB sig inh
C[C@@H](C(=O)Nc1ccc2ccccc2c1)[C@H]1C[C@]1(C)[C@H](NC(=O)c1cccnc1)c1ccccc1	-5%	-25%	-8%	nt
CCCCCN(C(=O)NC(=O)Nc1ccccc1C)S(C)(=O)=O	-5%	3%	11%	0.0%
COCc1cc(C)nc(SCC(=O)Nc2cccc(C)c2)c1C#N	-11%	-14%	1%	-0.4%
CCOC(=O)c1csc(NC(=O)CSc2nnnn2-c2ccc(OCC)cc2)n1	-3%	5%	1%	1.3%
CCC(CC)C(=O)OCc1cc(=O)n2nc(C3CC3)sc2n1	-4%[10.9 µM]	-10%	0%	-0.2%
Clc1cccc(Cl)c1-c1nnc2cccc(Cl)n12	nt	11%	8%	nt
Cc1ccc(S(=O)(=O)NCCc2csc3nc(-c4ccccc4F)nn23)cc1C	-6%[10.9 µM]	-4%	1%	?
Cc1ccc(S(=O)(=O)NCCC(=O)NCc2ccc3c(c2)OCO3)cc1C	10%	-11%	-3%	4.4%
COC(=O)c1cc(=O)c(O)c2c(O)c(O)ccc2c1	-12%	1%	1%	nt
CC(=O)N1c2ccc(S(=O)(=O)NCC3CCC(C(=O)Nc4cccc(C)c4C)CC3)cc2CC1C (configuration not stated)	-14%[10.9 µM]	-16%	0%	-0.3%
Cc1ccc(OCC(=O)Nc2cccc(C(=O)OCc3cc(=O)n4c(C)csc4n3)c2)cc1	23%[10.9 µM]	?	?	?
Cc1cc(C)c2oc(C(=O)Nc3nc4ccc(Cl)cc4s3)cc(=O)c2c1	-4%[10.9 µM]	8%	9%	-1.9%
O=C(CCN1C(=O)C2C3C=CC(C3)C2C1=O)Nc1ccc(F)cc1 (configuration not stated)	4%	1%	-2%	0.4%
CC(=O)NC(C)C12CC3CC(CC(CC(=O)O)(C3)C1)C2 (configuration not stated)	0%	5%	-3%	0.7%
CC(C)=CC(=O)NCCc1ccccc1	-68%[inhibitor]	-5%	0%	3.8%
ON1C(c2ccccc2C(F)(F)F)N(O)[C@H]2CCCC[C@H]21 (some centres not stated)	-14%	1%	14%	1.2%
CCOc1ccccc1C(=O)NCc1ccc2c(c1)CCN2C(C)=O	-24%[10.9 µM]	-12%	-1%	-0.2%
CCOc1cc(C(=O)Nc2ccon2)cc(OCC)c1OCC	3%	6%	5%	1.4%
CCC(OC(=O)C(NC(=O)c1ccccc1)c1ccccc1)C(=O)Nc1cc(C)on1 (configuration not stated)	8%	4%	3%	0.6%
COc1ccc(NS(=O)(=O)c2ccc(N)cc2)nn1	-7%	-6%	-1%	-2.2%[25.6 µM]
CC(C)CCNC(=O)c1ccc(Cn2c(=O)c3cccn3c3cccnc32)cc1	-9%[10.9 µM]	-6%	-9%	-0.2%
NCC[C@H](N)C(=O)O	-12%[10.9 µM]	1%[9.22 µM]	1%[9.22 µM]	-0.2%[11.4 µM]
Cn1c(=N)n(CC(=O)C(C)(C)C)c2ccccc21	-3%	-3%	6%	-2.1%
